From PubChem BioAssay
TSHR antag = Antagonists of the Thyroid Stimulating Hormone Receptor: HTS campaign. TSHR-expressing cells, TSH-stimulated cAMP HTRF, 2 h; hits give low values. Thyrotropin receptor (Homo sapiens), P16473. activity change, negative = inhibition, % at 11.5 µM. 330,000 compounds, 0.2% hits;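 active = activity change below a set negative limit, meaning inhibition stronger than a set level, cut at about -70% in these data; inconclusive = activity change between two set negative limits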; note: % is set by controls: 0 for no effect and ±100 for the full control effect
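Antagonism was scored as loss of TSH-driven cAMP in TSHR cells, stimulated with 4nM TSH (EC80) for 2 hours at 37 deg C and detected by homogeneous HTRF competition immunoassay.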
BCR signal inh = qHTS Assay to Find Inhibitors of Chronic Active B-Cell Receptor Signaling | ABC-DLBCL IkBa-CBG/CBR reporter, luminescence ratio, 4 h | Potency, µM (series often up to 46.1 µM), for the others: top-dose ratio change, negative = lower green/red ratio, usual class: inhibitors | 340,000 compounds, 0.05% hits | AID 493014, 2011; active = well fitted inhibition curve with a large enough effect in the signal ratio, with a control signal flat, not every such curve was filed as active; inconclusive = small, poorly fitted or top-dose-only effect, or effect the other way, or a change in a side signal; the % refers to the signal ratio;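 note: potency is the fitted concentration of half-maximal effect; plate controls were basal doxycycline-induced cells for no effect and cells given 10 µM MG132 for full effect; MG132 reads +100%, hits lower the ratio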
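Compounds up to 46 uM were incubated four hours with TMD8 cells whose green CBG68 luciferase is fused to IkappaBalpha; red CBR luminescence normalised the signal, and concentration-effect curves were fitted to fusion, red and ratio data.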
GALK inhibitor = qHTS Assay for Inhibitors of Human Galactokinase (GALK). AID 1868, 2009. P51570. 270,000 compounds, 0.007% hits. Purified GALK, Kinase-Glo residual ATP luminescence. Potency, µM (series often up to 57.5 µM), inactives show top-dose activity change, negative = inhibition, most hits filed as inhibitors; note: potency is the fitted concentration of half-maximal effect; % is set by controls: 0 for no effect and ±100 for the full control effect
Target sequence (P51570 whole entry, looked up): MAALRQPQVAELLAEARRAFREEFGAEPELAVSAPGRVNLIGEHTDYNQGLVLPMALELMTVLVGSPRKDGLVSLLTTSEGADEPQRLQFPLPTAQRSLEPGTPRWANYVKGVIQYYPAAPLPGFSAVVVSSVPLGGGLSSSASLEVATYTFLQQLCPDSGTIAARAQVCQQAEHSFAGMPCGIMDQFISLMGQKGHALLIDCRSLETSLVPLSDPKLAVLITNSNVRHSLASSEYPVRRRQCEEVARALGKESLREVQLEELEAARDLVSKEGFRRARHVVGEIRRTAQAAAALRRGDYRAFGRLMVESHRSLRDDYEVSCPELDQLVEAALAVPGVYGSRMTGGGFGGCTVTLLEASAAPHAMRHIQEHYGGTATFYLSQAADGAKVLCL
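GALK at 5 nM final was combined with compound, 35 uM ATP and 100 uM galactose in HEPES pH8.0 with MgCl2 and DTT. The reaction ran one hour at room temperature before luminescent ATP detection.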
MBNL1-CUG inh = qHTS Assay for Inhibitors of MBNL1-poly(CUG) RNA binding; Muscleblind-like protein 1 (Homo sapiens), Q9NR56; TR-FRET MBNL1-His/biotin-(CUG)12 binding, 665/545 ratio; Potency, µM (doses to about 57.5 µM), for the others: at the top dose activity change, negative = inhibition, actives largely listed as inhibitors; 280,000 compounds, 0.036% hits; AID 2675, 2010; active = well fitted inhibition curve with a large enough effect in the signal ratio, with a control signal flat, not every such curve was filed as active; inconclusive = small, poorly fitted or top-dose-only effect, or effect the other way, or a change in a side signal; inactive = no such curve, though single readings can be large or run the other way; the % refers to the signal ratio; note: potency is the fitted concentration of half-maximal effect; % is set by controls: 0 for no effect and ±100 for the full control effect
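His-tagged MBNL1 binding to biotinylated (CUG)12 RNA was measured by TR-FRET using terbium anti-His antibody (0.055 ng/ul final) and streptavidin-XL665 (5 nM final). Compounds were titrated 92 nM to 58 uM; 60 min at room temperature.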
hERG WT inh = qHTS for Inhibitors of KCHN2 3.1: Wildtype qHTS. U2OS, BacMam KCNH2, thallium flux FluxOr; hits give low values. activity change, % at 1.84 µM. 340,000 compounds, 0.37% hits;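 active = maximum activity change below -70%; inconclusive = maximum activity change between -70% and -50%; inactive = maximum activity change above -50%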; note: % is set by controls: 0 for no effect and ±100 for the full control effect
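U2OS cells transduced with wild-type KCNH2 virus are loaded with FluxOr dye for 45 min, and thallium flux is measured in kinetic reads before and after stimulation buffer. Rate constants are normalized to DMSO controls.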
S-ASM inh = Inhibitors of Secretory Acid Sphingomyelinase (S-ASM): qHTS | 340,000 compounds, 0.006% hits | Potency, µM (series often up to 57.5 µM), for the others: at the top dose activity change, negative = inhibition, hits mostly inhibitors | Sphingomyelin phosphodiesterase (Homo sapiens), P17405 | placental ASM, HMU-PC fluorogenic substrate, 60 min | AID 504937, 2011; note: potency is the fitted concentration of half-maximal effect
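Fluorogenic HMU-PC substrate (9 uM final) is turned over by placental ASM in 60 min at 37 C after a 10 min compound preincubation. Reaction ended by alkaline stop (pH 10), with fluorescence read at 386/447 nm.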
Menin-MLL TR inh = qHTS Assay for Inhibitors Targeting the Menin-MLL Interaction in MLL Related Leukemias: Competition With Texas Red Labeled MLL-derived Mutant Peptide | O00255 | Menin + Texas Red MLL mutant peptide, fluorescence polarization | Potency, µM (highest dose often 61.6 µM), without a hit: at the top dose FP activity change, negative = inhibition, actives largely listed as inhibitors | 270,000 compounds, 0.23% hits | AID 1768, 2009; active = well fitted inhibition curve with a large enough effect in the polarisation, with a control signal flat, not every such curve was filed as active; inconclusive = small, poorly fitted or top-dose-only effect, or effect the other way, or a change in a side signal; inactive = no such curve, though single readings can be large or run the other way; the % refers to the polarisation; note: potency is the fitted concentration of half-maximal effect; % of control where 0% means no effect; many of its hits are not listed in these tables
PKM2 act = qHTS Assay for Activators of Human Muscle isoform 2 Pyruvate Kinase; Pyruvate kinase PKM (Homo sapiens), P14618; purified PKM2, Kinase-Glo ATP luminescence, activation; response scale: 0% is enzyme alone, no compound; Potency, µM (titrated, usually from 57.5 µM), without a hit: top-dose activation, most hits filed as activators; 260,000 compounds, 0.34% hits; note: potency is the fitted concentration of half-maximal effect; % is set by controls: 0 for no effect and ±100 for the full control effect; nearly all actives have a fitted effect of over 55% in size
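hPK-M2, >95% pure; 0.1 mM ADP / 0.5 mM PEP final; imidazole pH7.2 buffer w/ 7 mM MgCl2, 50 mM KCl; 1 h RT; Kinase-Glo lum. Intermediate enzyme activity for dual inhibitor/activator qHTS.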
Mito fusion yeast = qHTS Assay for Small Molecule Inhibitors of Mitochondrial Division or Activators of Mitochondrial Fusion; 320,000 compounds, 0.23% hits; S. cerevisiae fusion-defective mutant growth rescue, CellTiterGlo 48 h; Potency, µM (highest dose often 46.1 µM), without a hit: at the top dose growth rescue (activation), hits mostly activators; AID 485298, 2010;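 note: potency is the fitted concentration of half-maximal effect; % of control where 0% means no effect; nearly all actives have a fitted effect of over 45% in size; temperature-sensitive fusion mutants such as fzo1-1 at 37 °C on non-fermentable ethanol glycerol medium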
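Temperature-sensitive fusion-defective S. cerevisiae (e.g. fzo1-1, mgm1-5) were grown with compound in YPEG medium (3% ethanol, 3% glycerol) for 48 hours at 37C. Growth rescue was measured as viability by CellTiterGlo luminescence after 10 minutes at ambient.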
Eya2 phos inh = qHTS Assay for Inhibitors of the Phosphatase Activity of Eya2; Protein phosphatase EYA2 (Homo sapiens), O00167; recombinant Eya2, OMFP fluorescence dephosphorylation (OMFP is methylfluorescein phosphate); Potency, µM (titrated, usually from 76.9 µM), without a hit: at the top dose activity, negative = inhibition, most hits filed as inhibitors; 330,000 compounds, 0.006% hits; AID 488837, 2010; note: potency is the fitted concentration of half-maximal effect; % is set by controls: 0 for no effect and ±100 for the full control effect
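Eya2 (0.2 uM) preincubated 10 min at ambient with compound, then OMFP substrate added at 50 uM; 10 min reaction in 50 mM HEPES pH 7.5, 50 mM NaCl, 5 uM MgCl2, 0.05% BSA, 1 mM DTT. Fluorescence read at Ex 485/Em 525 nm.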
USP2a inh = qHTS Assay for Inhibitors of Ubiquitin-specific Protease USP2a Using CHOP2 as the Reporter. Ubiquitin carboxyl-terminal hydrolase 2 (Homo sapiens), O75604. USP2 core, Ub-CHOP2 coupled fluorogenic reporter, 485/531. Potency, µM (series often up to 38.3 µM), without a hit: at the highest dose activity change, negative = inhibition, actives largely listed as inhibitors. 330,000 compounds, 0.01% hits;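 note: potency is the fitted concentration of half-maximal effect; plate controls were DMSO wells for no effect and full inhibition by NEM control for full effect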
Target sequence (O75604 whole entry, looked up): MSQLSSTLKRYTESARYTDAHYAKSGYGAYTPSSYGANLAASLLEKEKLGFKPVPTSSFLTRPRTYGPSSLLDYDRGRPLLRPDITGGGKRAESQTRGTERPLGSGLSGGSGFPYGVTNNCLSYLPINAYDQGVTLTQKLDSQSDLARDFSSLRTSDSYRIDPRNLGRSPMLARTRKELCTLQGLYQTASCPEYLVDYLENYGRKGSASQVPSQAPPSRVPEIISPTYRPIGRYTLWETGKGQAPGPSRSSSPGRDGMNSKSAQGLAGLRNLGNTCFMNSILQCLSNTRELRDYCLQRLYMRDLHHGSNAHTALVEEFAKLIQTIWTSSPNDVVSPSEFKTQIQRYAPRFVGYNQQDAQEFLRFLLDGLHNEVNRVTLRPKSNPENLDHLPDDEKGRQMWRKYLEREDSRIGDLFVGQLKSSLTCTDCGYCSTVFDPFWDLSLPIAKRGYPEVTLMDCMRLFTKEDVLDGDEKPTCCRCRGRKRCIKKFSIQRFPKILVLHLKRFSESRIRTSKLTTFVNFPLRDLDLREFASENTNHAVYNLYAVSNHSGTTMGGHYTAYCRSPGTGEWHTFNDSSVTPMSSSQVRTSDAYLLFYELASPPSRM
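USP2 core (10nM final) preincubated 30min RT with compound in 20mM Tris-HCl pH 8.0, 2mM CaCl2, 2mM beta-mercaptoethanol, 0.05% CHAPS; 25nM Ub-CHOP2 plus 25nM reporter substrate added, fluorescence (Ex485/Em531) read after 60min.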
Active calls of the source: *; ? = inconclusive; nt = no result given; [ ] = another dose, or the depositor's remark. Unless noted, calls come from the whole dose curve; as a rule, active = well fitted curve in the direction sought with a large enough effect; inconclusive = small, poorly fitted or top-dose-only effect, or another doubt; inactive = no such curve, though single readings can be large; an effect the other way counts as inactive or inconclusive. Some of the compounds tested; the hit share may differ from the screen's.

mol | TSHR antag | BCR signal inh | GALK inhibitor | MBNL1-CUG inh | hERG WT inh | S-ASM inh | Menin-MLL TR inh | PKM2 act | Mito fusion yeast | Eya2 phos inh | USP2a inh
CC1CN(CCOc2ccc(Cl)c(Cl)c2)CC(C)O1 (configuration not stated) | 11 | ? | -4% | -2% | -3 | -3% | -10% | 6% | -3% | 3% | 2%
CC[C@]12c3[nH]c4ccccc4c3CCN1C(=O)C(CC(=O)NCCC1=CCCCC1)C[C@@H]2C(=O)N1CCN(C(=O)c2ccco2)CC1 (some centres not stated) | -27 | ? | nt | nt | 1 | 2% | nt | nt | nt | -18% | 1%
Cc1oc(C(C)(C)C)cc1C(=O)NC(Cc1ccccc1)C(=O)O (configuration not stated) | -11 | 0% | 0% | 0% | -10 | 0% | -7% | 0% | -4% | -14% | -1%
Nc1nc(-c2c[nH]c3ccccc23)cs1 | 6 | ? | 0% | 7% | 1 | 0% | ? | -18% | -2% | 3% | -1%
Cc1ccccc1NC(NC(=O)OCCn1c([N+](=O)[O-])cnc1C)C(Cl)(Cl)Cl (configuration not stated) | 37 | 6% | -8% | 9% | 8 | -5% | 42%[activator] | -15% | 4% | 1% | 3%
Cn1cc([N+](=O)[O-])c(C(=O)NCC(=O)O)n1 | -4 | 1% | 9% | 11% | -4 | -3% | 7% | -5% | -1% | 0% | 0%
O=C(CCCCCNC(=O)N1CCn2c1nc1ccccc12)N[C@H](Cc1ccccc1)C(=O)O | 0 | -4% | nt | -6% | 2 | 2% | -13% | 1% | -1% | 0% | 2%
Cc1ccc(S(=O)(=O)N2c3ccccc3OCC2C(C)(C)C)cc1 (configuration not stated) | -2 | -5% | -4% | -2% | -2 | -3% | 0% | -1% | 1% | -18% | -7%
CC(C)(C)c1ccc(NC(=O)COC(=O)c2ccc(NS(=O)(=O)c3ccc(F)c(F)c3)cc2)cc1 | -20 | 14% | -3% | -16% | -3 | -11% | -5% | 2% | -1% | -2% | -1%
Cc1ccccc1NC(=O)C1CC(=O)OC12CCOC(C)(C)C2 (configuration not stated) | -14 | 1% | 0% | ? | 2 | 4% | -7% | 4% | 22% | -13% | -1%
CCCOc1ccc(C(=O)NC2CCSc3ccccc32)cc1 (configuration not stated) | -32 | -9% | 0% | 0% | -5 | 2% | -8% | nt | 4% | 6% | 3%
COc1cc(OC)c(OC)cc1/C=N/NC(=O)CCc1c(C)n[nH]c1C | -3 | ? | 14% | 14% | -4 | 29% | nt | -3% | 1% | -13% | 0%
Cc1nn(CC(=O)N2CCc3ccccc32)c(C)c1S(=O)(=O)NC(C)(C)C | -4 | ? | nt | nt | -283* | 0% | nt | nt | nt | 0% | 2%
CC(C)CCNC(=O)C12CN(Cc3ccccc3)CC1C(c1ccc([N+](=O)[O-])cc1)=NO2 (configuration not stated) | 2 | 2% | 0% | ? | -46 | -6% | -30% | -8% | ? | 3% | 0%
O=C(/C=C/c1ccco1)NC(=S)Nc1cccc(-c2nc3ccccc3o2)c1 | 11 | ? | 2% | -4% | 4 | -14% | ? | -1% | -6% | 11% | 1%
CCc1ccc(Nc2ncccc2C#N)cc1 | 2 | 2% | 3% | 4% | -3 | 1% | -1% | -13% | 1% | 1% | 2%
Cc1ccccc1CN1CCN(S(=O)(=O)c2ccc(Cl)s2)CC1 | -4 | -1% | -4% | -1% | -11 | 0% | nt | 6% | 7% | 1% | -2%
O=C(Nc1ccccc1)N(C1=NCCCCS1)c1cccc2ccccc12 | 7 | 1% | nt | 24% | 4 | -2% | -8% | 3% | 0% | 12% | 1%
CNc1nnc(-c2cccc(N(C)C)c2)s1 | 1 | 1% | 3% | 13% | -2 | 61%[activator] | -17% | -6% | -7% | 4% | 3%
COc1ccc(C(=O)Nc2nnc(C3=COCCO3)o2)cc1OC | -10 | 2% | -6% | -6% | 4 | 1% | nt | -1% | 2% | -4% | 0%
COc1cc(/C=C2\N=C3CCCCCN3C2=O)ccc1O | -6 | ? | -1% | ? | 0 | -9% | nt | 3% | -3% | 14% | 13%
CCOc1ccc(OCC)c(NC(=O)C2CCN(c3cnccn3)CC2)c1 | -15 | 0% | -4% | 3% | 6 | 23% | nt | nt | 3% | -8% | 0%
CC(=O)Nc1ccc(NC(=O)C(C)Oc2ccccc2C(=O)NCc2ccccc2)cc1 (configuration not stated) | 9 | ? | nt | nt | -13 | -5% | nt | nt | -1% | 6% | 1%
COc1ccc(/C=C(\C#N)C(=O)OCC(=O)NCc2ccc(Cl)cc2)cc1 | -2 | 0% | -1% | nt | nt | nt | -6% | 3% | -2% | -5% | 3%
CN(C)/C=C(/C(=O)c1ccccc1)n1cncn1 | 10 | 6% | -1% | -8% | 4 | 2% | 15% | -12% | -2% | 8% | 1%
Cc1ccc(S(=O)(=O)CCC(=O)OCC(=O)NCCc2ccccc2)cc1 | -3 | 2% | nt | nt | -2 | 9% | nt | nt | -4% | 11% | -1%
COc1ccc(NC(=O)COC(=O)CNC(=O)COc2ccccc2)cc1OC | 0 | 4% | nt | nt | -3 | 5% | nt | nt | 1% | 12% | -1%
Cc1c(C(=O)Nc2cccc([N+](=O)[O-])c2)sc2ncn(CC(=O)N3CCOCC3)c(=O)c12 | 5 | 7% | 6% | ? | 8 | -5% | 29% | 0%[0.46 µM] | -7% | 11% | 1%
CCCCNC(=O)C1(O)c2cc(Br)ccc2NC(=O)N1c1cccc(OC)c1 (configuration not stated) | -6 | 6% | 2% | -6% | 5 | 10% | 8% | nt | 0% | -5% | 0%
CN1CCN(C(=S)NC(=O)c2ccc(Cl)cc2)CC1 | -14 | 6% | -1% | -12% | -7 | 2% | ? | 1% | -8% | 9% | 10%
COCC(C)n1c(SC(C)C(=O)NC2CCCCC2C)nc2ccccc2c1=O (configuration not stated) | -6 | 1% | 5% | 4% | 11 | -2% | nt | -5% | 4% | -2% | 2%
COc1ccc(C2=NS(=O)(=O)N(C)C(C(=O)NCc3ccco3)=C2)cc1OC | -5 | ? | nt | ? | 3 | -1% | ? | 24% | 0% | -3% | 0%
COc1ccccc1CN(C)C(=O)COC(=O)c1ccc(Cl)nc1 | 2 | 5% | nt | nt | -2 | 1% | nt | nt | nt | 0% | 2%
CC(C)C[C@@]12C(=O)N(c3cccc(F)c3)C(=O)N1[C@H](c1ccc(Br)cc1)[C@@H]1C(=O)N(C(C)(C)C)C(=O)[C@@H]12 | 6 | 10% | nt | nt | -5 | -3% | nt | nt | 9% | -15% | -3%
C=CCNC(=O)c1n[nH]c2c1CC(C(C)(C)CC)CC2 (configuration not stated) | 5 | 1% | nt | nt | nt | 5% | nt | nt | ? | -3% | -2%
Cc1ccc2c(CC(=O)N(CC3CCCO3)c3c(N)n(Cc4ccccc4)c(=O)[nH]c3=O)coc2c1 (configuration not stated) | -1 | -6% | nt | nt | 7 | 6% | nt | nt | 0% | -2% | -1%
